High-throughput results (PubChem)
Mcl1-Bid inh – Mcl-1/Bid binding inhibitors, primary screen, biochemical, TR-FRET, 1536-well. TR-FRET Mcl-1/Bid-Dy647 peptide binding. inhibition, % at 21.7 µM. 220,000 tested, 0.97% active. AID 1021, 2008;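 active = compounds that cut the binding signal by more than half at the single screening dose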;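 also: His-tagged Mcl-1 with europium anti-His antibody binding Bid BH3 peptide; 0% = Mcl-1 plus peptide wells and 100% = peptide-only wells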
Target sequence (Q07820 whole entry, looked up): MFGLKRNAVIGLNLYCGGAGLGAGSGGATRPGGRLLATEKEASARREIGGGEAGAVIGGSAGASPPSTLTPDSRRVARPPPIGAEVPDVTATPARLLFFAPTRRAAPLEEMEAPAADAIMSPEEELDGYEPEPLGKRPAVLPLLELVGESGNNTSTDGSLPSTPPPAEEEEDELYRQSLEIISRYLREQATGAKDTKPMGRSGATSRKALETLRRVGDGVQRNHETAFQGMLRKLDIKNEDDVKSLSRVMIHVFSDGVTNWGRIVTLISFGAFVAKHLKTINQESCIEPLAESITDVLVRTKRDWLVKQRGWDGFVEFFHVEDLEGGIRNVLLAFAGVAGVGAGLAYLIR
RGS8-Gao reg – RGS8-Galphao binding modulators, primary screen, biochemical, multiplexed bead flow cytometry; response (percent of control binding), % at 10 µM; AID 1423, 2008; actives lie on both sides; 220,000 tested, 0.34% active; Guanine nucleotide-binding protein G(o) subunit alpha (Homo sapiens), P09471; in the data active = response below about 60% or above about 140%; inactive = in between;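 also: Galphao activated as the GDP aluminium fluoride complex binding bead-coupled RGS8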
Bim-Mcl-1 – inhibitors of Bim peptide binding to Mcl-1, primary screen, biochemical, bead-based flow cytometry, multiplex; Induced myeloid leukemia cell differentiation protein Mcl-1 (Homo sapiens), Q07820; Bim peptide-Mcl-1 binding; 190,000 tested, 0.1% active; inhibition, % at 10 µM; in the data active = inhibition above about 40%;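 also: 0% = no compound tracer wells and 100% = peptide blocker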
RGS4-Gao reg – modulators of RGS4 binding to Galphao, primary screen, biochemical, multiplexed bead flow cytometry; binding response (% of control), % at 10 µM; actives lie on both sides; 220,000 tested, 0.33% active; AID 1415, 2008; in the data active = binding response below about 49% or above about 150%; inactive = in between;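 also: fluorescent Galphao activated with aluminum fluoride binding bead-coupled RGS4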
Avidin fluor – green autofluorescence of compounds with avidin beads – biophysical, 488/530 nm, flow cytometry, artefact control, profiling panel. AID 1775, 2009. compound fluorescence 488/530 nm; hits give high values. 220,000 tested, 0.38% active. fluorescence (KMESF) at 10 µM; in the data active = fluorescence above about 47; also: inactives centre near 10
Pf gamet viab – late stage P. falciparum gametocyte viability inhibitors, primary screen, ATP luminescence, HTS; P. falciparum stage V gametocytes, 24 h; inhibition, % at 10.9 µM; 150,000 tested, 0.065% active; AID 743093, 2013;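 active = inhibition above the mean plus 3 SD of compounds within the control limits, set per campaign, cut at about 38% in these data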;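 also: 0% = DMSO wells and 100% = medium only without gametocytes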
RGS7-Gao reg – RGS7-Galphao binding modulators, primary screen, biochemical, multiplexed bead flow cytometry; binding response (% of control), % at 10 µM; AID 1439, 2008; Guanine nucleotide-binding protein G(o) subunit alpha (Homo sapiens), P09471; actives lie on both sides; 220,000 tested, 0.35% active; in the data active = binding response below about 49% or above about 150%; inconclusive = no clear call, values can overlap the other calls; inactive = in between;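 also: fluorescent Galphao held in activated GDP-AlF4 state binding bead-coupled RGS7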
ABCG2 block – ABCG2 efflux pump inhibitors, primary screen, multiplex with ABCB1, IgMXP3 cells, flow cytometry; Broad substrate specificity ATP-binding cassette transporter ABCG2 (Homo sapiens), Q9UNQ0; JC-1 efflux; inhibition, % at 6.6 µM; 190,000 tested, 0.1% active; AID 1325, 2008;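 active = inhibition above 80%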;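 also: 0% = DMSO and 100% = nicardipine control wells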
Target sequence (Q9UNQ0 whole entry, looked up): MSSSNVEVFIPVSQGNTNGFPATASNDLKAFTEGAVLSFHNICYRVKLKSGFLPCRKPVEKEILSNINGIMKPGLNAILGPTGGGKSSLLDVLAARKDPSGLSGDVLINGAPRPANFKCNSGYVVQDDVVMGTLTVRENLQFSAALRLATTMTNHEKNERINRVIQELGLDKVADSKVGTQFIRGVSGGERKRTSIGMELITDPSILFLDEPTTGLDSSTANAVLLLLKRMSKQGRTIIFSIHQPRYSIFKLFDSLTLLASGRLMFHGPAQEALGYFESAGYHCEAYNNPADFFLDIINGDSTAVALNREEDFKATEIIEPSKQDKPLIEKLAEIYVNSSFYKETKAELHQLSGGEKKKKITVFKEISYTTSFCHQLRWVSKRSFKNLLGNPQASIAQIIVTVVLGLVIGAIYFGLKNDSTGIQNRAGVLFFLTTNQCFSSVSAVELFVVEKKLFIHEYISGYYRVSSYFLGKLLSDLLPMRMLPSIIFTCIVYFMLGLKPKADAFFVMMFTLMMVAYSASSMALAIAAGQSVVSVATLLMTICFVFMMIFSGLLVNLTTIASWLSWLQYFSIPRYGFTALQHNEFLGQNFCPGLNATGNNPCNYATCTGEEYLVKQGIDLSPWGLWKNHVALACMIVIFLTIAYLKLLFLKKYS
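Test system: IgMXP3 (ABCG2) plus far-red-tagged CCRF-Adr (ABCB1) cells. Reagent: JC-1 dye as substrate. Timing: 10 min exposure at 25 °C with rotation, no wash. Measured by: flow cytometric JC-1 green MFI at 530 nm. Read-out: percent efflux inhibition, scaled nicardipine 100% to DMSO 0%. Control set: nicardipine and DMSO wells.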
GSH fluor – compound fluorescence on glutathione beads, profiling panel, artefact control, biophysical, 488/530 nm, flow cytometry; GSH beads flow cytometry, compound fluorescence 488/530 nm; hits give high values; fluorescence (KMESF) at 10 µM; 190,000 tested, 0.25% active; in the data active = fluorescence above about 89;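 also: glutathione beads carrying GST-tagged Bcl family fusion proteins plus one bare bead set; values are compound well signal with DMSO vehicle wells as background; inactives centre near 16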
Mcl1-Noxa inh – Mcl-1/Noxa binding inhibitors, primary screen, biochemical, TR-FRET, 1536-well; Induced myeloid leukemia cell differentiation protein Mcl-1 (Homo sapiens), Q07820; TR-FRET Mcl-1/Noxa peptide binding, 2 h; inhibition, % at 21.7 µM; 220,000 tested, 1.5% active;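 active = compounds that cut the protein-peptide binding signal by more than 50% relative to plate controls in a single-dose test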;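 also: His-tagged Mcl-1 with rhodamine Noxa BH3 peptide and terbium anti-His antibody; 0% = Mcl-1 plus Noxa peptide wells and 100% = peptide-only wells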
ABCB1 inh – ABCB1 efflux pump inhibitors, primary screen, cell-based, multiplex, flow cytometry, ABCG2 counter-screen; ATP-dependent translocase ABCB1 (Homo sapiens), P08183; CCRF-Adr cells, JC-1 efflux; inhibition, % at 6.6 µM; 190,000 tested, 0.067% active; in the data active = inhibition above about 40%;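 also: 0% = vehicle and 100% = reference inhibitor; higher value means more JC-1 retained so stronger ABCB1 efflux block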
* = called active by the depositor; ? = inconclusive; / = no result given.

SMILES | Mcl1-Bid inh | RGS8-Gao reg | Bim-Mcl-1 | RGS4-Gao reg | Avidin fluor | Pf gamet viab | RGS7-Gao reg | ABCG2 block | GSH fluor | Mcl1-Noxa inh | ABCB1 inh
Fc1ccc(C2N3CCCN23)cc1 (stereo unspecified) | -28 | 100 | / | 100 | 12 | 3 | ? | / | / | 6 | /
Cn1cc[n+](C)c1P(=S)(c1ccccc1)c1ccccc1 | -28 | 92 | -1 | 93 | 12 | / | 94 | 4 | 14 | 13 | 3.5
CCOc1cc(CNC(C)C(O)c2ccccc2)cc(Cl)c1OCC (stereo unspecified) | -7 | 101 | -5 | 99 | 4 | / | 100 | 0 | 9 | 19 | 0.7
COc1cc2c3cc1Oc1cc(ccc1O)C[C@@H]1c4c(cc(OC)c(O)c4Oc4ccc(cc4)C[C@H]3N(C)CC2)CCN1C | -20 | 104 | -1 | 103 | 10 | / | 106 | 0 | 21 | 34 | 0.0
Nc1ccc(C2(c3ccc(N)cc3)c3ccccc3-c3ccccc32)cc1 | -28 | 101 | -2 | 87 | 1 | 14 | 89 | -6 | 9 | 17 | -0.9
O=C1c2ccccc2C2(c3ccc(Cl)cc3)NCCN12 (stereo unspecified) | -18 | 102 | -1 | 102 | 13 | / | 100 | -3 | 22 | -7 | -2.9
COc1ccccc1-n1c(O)c(/C=N/N2CCCCC2)c(=O)n(-c2ccccc2OC)c1=S | -35 | 102 | / | 89 | 7 | 3 | ? | / | / | -10 | /
O=C(Nc1cccc(OC(=O)N2CCOCC2)c1)N1CCOCC1 | -17 | 109 | -3 | 102 | 8 | / | 102 | -2 | 16 | 14 | 2.7
O=C1NC(=O)N(CCC2=CCCCC2)C(=O)/C1=C/c1ccc(O)cc1 | -41 | 99 | -4 | 98 | 6 | 7 | 94 | -9 | 16 | 20 | -1.9
CC1(C)C[C@H]2C=C(C=O)[C@]3(C=O)C[C@]3(C)[C@H]2C1 | -5 | 104 | -3 | 100 | 5 | / | 100 | 1 | 18 | -8 | 0.4

An excerpt of these results, as comma-separated lines:
SMILES,Mcl1-Bid inh,RGS8-Gao reg,Bim-Mcl-1,RGS4-Gao reg,Avidin fluor,Pf gamet viab,RGS7-Gao reg,ABCG2 block,GSH fluor,Mcl1-Noxa inh,ABCB1 inh
O=C1NC(=O)N(CCC2=CCCCC2)C(=O)/C1=C/c1ccc(O)cc1,-41,99,-4,98,6,7,94,-9,16,20,-1.9
Cn1cc[n+](C)c1P(=S)(c1ccccc1)c1ccccc1,-28,92,-1,93,12,/,94,4,14,13,3.5

The list goes on.
SMILES | Mcl1-Bid inh | RGS8-Gao reg | Bim-Mcl-1 | RGS4-Gao reg | Avidin fluor | Pf gamet viab | RGS7-Gao reg | ABCG2 block | GSH fluor | Mcl1-Noxa inh | ABCB1 inh
CC(C)n1c(O)c(C2c3cc(Cl)ccc3Oc3[nH]c(=O)n(C(C)C)c(=O)c32)c(=O)[nH]c1=O (stereo unspecified) | -67 | 90 | / | 95 | 3 | / | ? | / | / | 38 | /
Cc1cc(NC(=O)COC(=O)c2c(C)nn(Cc3ccccc3Cl)c2C)no1 | -3 | 101 | -3 | 102 | 12 | / | 97 | 44 | 34 | 15 | 1.1
C/C(=N\N1CCCCCC1)c1c(O)n(-c2ccc(C)cc2)c(=O)[nH]c1=O | -12 | 97 | -4 | 95 | 12 | / | 96 | 3 | 16 | -6 | 3.9
CN(C)P(=O)(NC(=O)c1cccn1C)N(C)C | -12 | 102 | -5 | 104 | 14 | -28 | 105 | -1 | 8 | 10 | -0.1
COc1ccc(CCNCc2ccc(OC)c(OC)c2OC)cc1 | 31 | 101 | -2 | 101 | 11 | 17 | 101 | 25 | 24 | 26 | 1.7
COc1c(C)cc(C(=O)C2CCCN(Cc3cccc(C)n3)C2)cc1C (stereo unspecified) | -18 | 103 | -1 | 99 | 10 | / | 98 | 2 | 14 | 10 | 1.6
c1csc(CN2CCNCC2)c1 | -15 | 102 | 5 | 101 | 25 | 7 | 105 | 1 | 10 | 7 | 0.4
COc1ccc(CC2(CCc3ccncc3)C(=O)NC(=O)NC2=O)c(OC)c1 | -10 | 102 | 1 | 101 | 15 | / | 105 | 1 | 10 | 9 | 0.2
CC(C)(C)n1c(O)c(C=Nc2ccc3c(c2)CCC3)c(=O)[nH]c1=O | -7 | 103 | -3 | 102 | 7 | -7 | 102 | 5 | 19 | 71* | 2.0
O=c1c2ccccc2nc(-c2ccoc2)n1-c1ccccc1Cl | -9 | 99 | 1 | 101 | 13 | / | 102 | 4 | 21 | 6 | 1.1
CCC(=NC1CC1)c1c(O)n(C2CCCCC2)c(=O)[nH]c1=O | -2 | 92 | 0 | 89 | 3 | / | 90 | 2 | 39 | 11 | 0.5
Cc1ccc(-c2nc3ccccc3c(=O)n2-c2cccnc2)cc1 | -17 | 103 | 1 | 98 | 10 | / | 101 | 2 | 7 | -2 | 0.3
CCCCCCCCCOc1ccc2[nH]cc(CCN)c2c1 | 7 | 100 | 2 | 107 | 6 | / | 103 | 1 | 63 | 14 | /
COc1ccccc1N1CCN(Cc2cc(C)c(C)cc2O)CC1 | -26 | 100 | 1 | 100 | 46 | / | 103 | 2 | 16 | -3 | 0.9
COc1ccccc1OCCCn1cc(C=O)c2ccccc21 | 2 | 104 | -1 | 100 | 10 | -9 | 99 | 8 | 8 | 6 | 1.1
CN1CCN(Cc2ccccc2Sc2ccccc2)CC1 | -19 | 99 | 0 | 99 | 5 | / | 98 | 2 | 7 | 20 | 0.7
CCc1c(C(=O)NN2C(=O)C3C4CCC(O4)C3C2=O)csc1C (stereo unspecified) | -14 | 104 | -3 | 99 | 2 | 9 | 102 | 1 | 7 | -10 | 0.2
CNC(=O)Oc1ccc2ncccc2c1 | -7 | 110 | -1 | 122 | 6 | 2 | 105 | 10 | 24 | 15 | 0.1
CCOC(=O)N(CC)c1ccc(C(O)(C(=O)OC)C(F)(F)F)cc1 (stereo unspecified) | -16 | 103 | 0 | 101 | 17 | -9 | 98 | 1 | 24 | 9 | 0.4
CC(=O)NC(Cc1ccc(N(CCCl)CCCl)cc1)C(=O)NCC(=O)NCC(=O)O (stereo unspecified) | -55 | 104 | 1 | 99 | 11 | -15 | 97 | 1 | 17 | 15 | 0.3
OCCOCC#CCN1CCOCC1 | -15 | 96 | 0 | 98 | 8 | / | 95 | 3 | 43 | -6 | 0.7
CCN(CC(=O)Nc1ccc(C#N)c(Cl)c1)CC(=O)NC(C)(C)C | 7 | 100 | -2 | 99 | 16 | -10 | 101 | 34 | 12 | 5 | 1.5
OC12CCCCC1C(c1ccccc1)NCC2 (stereo unspecified) | -10 | 102 | 1 | 100 | 14 | / | 100 | 1 | 23 | 7 | 0.3
Cc1nn(Cc2ccc(Cl)cc2Cl)c(Cl)c1C(=O)NC1CCCc2ccccc21 (stereo unspecified) | 0 | 97 | -5 | 98 | 2 | / | 98 | 1 | 6 | 3 | 0.7
CN(C)C(Cc1ccc(C#N)cc1)C(=O)c1ccccc1 (stereo unspecified) | -28 | 106 | 25 | 100 | 10 | 1 | 95 | 7 | 8 | 19 | 0.5
Cc1ccc(-c2nc(N(C)C3CCN(C)CC3)c3ccccc3n2)cc1 | 7 | 101 | -2 | 101 | 8 | / | 104 | 2 | 11 | 63* | 0.6
CNC(C)Cc1ccccc1Sc1ccc(O)cc1 (stereo unspecified) | -51 | 100 | -2 | 98 | 33 | / | 96 | 0 | 9 | 1 | 0.1
Cn1c(C(=O)N2CCC3(CC2)OCCO3)cc2c(=O)n(C)c3ccccc3c21 | -13 | 98 | 0 | 96 | 36 | / | 94 | 4 | 10 | 6 | 0.8
CC1=NN(c2ccccc2)C(=O)C1/C=C1\C(=O)NC(=O)N(c2ccc(C)c(C)c2)C1=O (stereo unspecified) | -51 | 98 | 0 | 101 | 4 | 3 | 95 | 0 | 45 | 11 | -0.1
Cc1ccc(-c2nn(Cc3ccccc3)cc2C=O)cc1 | -10 | 103 | -1 | 101 | 13 | -11 | 102 | 5 | 5 | 16 | 0.5
O=C(c1c[nH]c2ccc(S(=O)(=O)N3CCOCC3)cc2c1=O)N1CCC2(CC1)OCCO2 | -3 | 101 | -1 | 95 | 11 | 16 | 98 | 8 | 16 | 7 | 0.6
Cc1ccc2c(c1)CC1(CN2C)C(=O)NC(=O)N(C(C)C)C1=O (stereo unspecified) | -23 | 102 | -6 | 105 | 27 | -2 | 103 | 13 | 24 | 11 | 1.2
CC1=CC(=O)NP(=O)(Oc2ccc3ccccc3c2)N1 (stereo unspecified) | -47 | 100 | 9 | 102 | 6 | / | 102 | 0 | 25 | 6 | 0.3
CCOP(=O)(OCC)c1cccc(O)c1 | -21 | 103 | -1 | 105 | 8 | / | 101 | 0 | 14 | 9 | 0.1
CCOP(=O)(OCC)c1cccc(OP(=O)(c2cccc([N+](=O)[O-])c2)c2cccc([N+](=O)[O-])c2)c1 | -38 | 101 | / | 107 | 8 | 10 | / | / | / | -12 | /
Cc1ccc(-n2c(O)c(C=NCCN3CCOCC3)c(=O)[nH]c2=O)cc1 | -37 | 100 | -2 | 104 | 8 | / | 101 | 0 | 41 | -11 | 0.0
COc1ccccc1N1CCN(C(CNC(=O)Oc2ccccc2)c2cccnc2)CC1 (stereo unspecified) | -9 | 93 | 0 | 84 | 14 | / | 103 | 5 | 10 | 3 | 2.4
COc1cc(/C=C2/C(=O)NC(=O)N(c3ccccc3)C2=O)ccc1O | -13 | 105 | -5 | 101 | 4 | 15 | 98 | -1 | 10 | 6 | -0.2
Cc1nc2ccc(P(=O)(O)O)cc2s1 | -4 | 99 | -3 | 103 | 11 | / | 101 | 1 | 17 | 25 | 0.2
O=C1NC(=O)N(Cc2ccc(F)cc2)C(=O)/C1=C\C=C\c1ccco1 | -14 | 102 | / | 103 | 9 | -22 | ? | / | / | 32 | /
CCN(CCNc1ccc([N+](=O)[O-])c2cccnc12)S(=O)(=O)c1ccccc1 | -5 | 101 | -3 | 101 | 21 | 2 | 101 | 39 | 15 | 25 | 3.0
O=C1/C(=C/c2cccc([N+](=O)[O-])c2)N2CCC1CC2 | -9 | 104 | -3 | 102 | 7 | 10 | 102 | 24 | 9 | 6 | 3.0
CCOP(=O)(OCC)C1(O)C(=O)Nc2ccc(Br)cc21 (stereo unspecified) | 1 | 102 | -3 | 100 | 4 | / | 99 | -10 | 8 | 12 | -3.8

Some of the compounds tested, so the mix of outcomes need not match the whole.
